Screens (PubChem BioAssay)
Polio RdRp inh: poliovirus RdRp elongation inhibitors, primary screen, biochemical, fluorescence polarization, total intensity; % elongation, % (compound at 16.7 µg/mL); hit rate 0.66% among 150,000; Genome polyprotein (Poliovirus type 1 (strain Mahoney)), P03300; poliovirus polymerase elongation; active compounds read low; in the data active means % elongation below about 90%; further: some results filed as inactive read as strong as hits
Target sequence (P03300 1749-2209 limits assumed): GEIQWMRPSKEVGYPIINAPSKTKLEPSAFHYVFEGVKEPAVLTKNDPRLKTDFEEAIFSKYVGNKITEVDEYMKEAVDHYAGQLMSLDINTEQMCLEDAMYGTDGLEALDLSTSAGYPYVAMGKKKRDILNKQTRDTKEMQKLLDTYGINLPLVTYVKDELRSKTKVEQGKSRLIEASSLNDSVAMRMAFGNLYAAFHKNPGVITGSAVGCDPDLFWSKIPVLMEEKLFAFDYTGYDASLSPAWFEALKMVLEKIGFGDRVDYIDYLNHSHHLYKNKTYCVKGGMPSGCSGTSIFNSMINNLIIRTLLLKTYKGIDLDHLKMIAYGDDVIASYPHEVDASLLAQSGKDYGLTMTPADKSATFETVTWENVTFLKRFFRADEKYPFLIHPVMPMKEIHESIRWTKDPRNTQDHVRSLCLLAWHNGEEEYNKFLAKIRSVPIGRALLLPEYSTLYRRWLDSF
Polio RdRp inh FP z-score: also measured in Polio RdRp inh; calls as there; z-score; measured here: FP z-score; hits read low
Starred values were filed as active, the others as inactive; & = joins results of further samples. Only part of the results is shown. The share of hits here may be higher or lower than overall.

Values run as follows: Polio RdRp inh | Polio RdRp inh FP z-score
CSc1cccc(NC(=O)CN2C(=O)COc3ccc(Cl)cc32)c1
  106.0 | 0.3
Cc1ccc2c(=O)cc(-c3ccccc3C(=O)O)oc2c1
  101.0 | 0.4
COC(=O)c1ccc(OC)c(CN2C(=O)N(c3ccc(C(C)=O)cc3)S(=O)(=O)c3ccccc32)c1
  112.0 | 1.1
COc1ccc(C(=O)Cn2cnc3c(cnn3C(C)(C)C)c2=O)cc1
  99.0 | -0.8
Cc1cc(=O)oc2cc3c(cc12)OCCN3
  102.0 | 0.2
CCOC(=O)c1cc(-c2ccc(OC)c(S(=O)(=O)NC3CC3)c2)on1
  101.0 | 0.1
Cc1cccc(N2CCN(C(=O)Cn3cnc4onc(-c5ccc(F)cc5)c4c3=O)CC2C)c1 (stereo not given)
  104.0 | 0.4
CCC(=O)Nc1ccc(N2CCN(C(=O)C(C)C)CC2)cc1
  100.0 | -1.5
N#Cc1ccccc1NC(=O)CNCC1CCCO1 (stereo not given)
  99.0 | -0.4
O=C(N/N=C/C1=COCCO1)c1cccnc1
  107.0 | 0.6
CCC(CC)c1nn2c(=O)cc(COc3ccc(NC(=O)c4cccc(Cl)c4)cc3)nc2s1
  106.0 | -0.4
CCn1cc(CCCC(=O)NCCc2ccc(Cl)cc2)c2ccccc21
  100.0 | -0.6
c1ccc2oc(SCc3nc4c5c6c(sc5ncn4n3)CCCC6)nc2c1
  103.0 | 0.5
Cn1c(SCC(=O)Nc2ccccc2)nnc1-c1ccccc1
  101.0 | -0.7
COc1cc(CNC(=O)c2ccc3c(c2)c(C)c(C)n3Cc2cccc(C)c2)cc(OC)c1OC
  107.0 | 0.1
COCc1c(C(=O)OCC(=O)Nc2cc(-c3ccccc3)nn2-c2ccccc2)oc2ccccc12
  107.0 | 0.5
CCCCOc1cccc(C2c3c(oc4ccccc4c3=O)C(=O)N2c2ccccn2)c1 (stereo not given)
  103.0 | -0.2
CCC(=O)N1CCc2cc(CNS(=O)(=O)c3ccc(Cl)s3)ccc21
  101.0 | -1.4
CC(C)N(C(C)C)S(=O)(=O)c1ccccc1
  103.0 | 0.2
O=C(O)CNC(=O)c1cncc(O)c1
  106.0 | 1.3
Cc1ccc(C(=O)OCC(=O)C23CC4CC(CC(C4)C2)C3)c(O)c1
  101.0 | 0
COc1ccc(CCN=Cc2ccccc2O)cc1OC
  100.0 | -0.3
O=C(Cn1cccc1C(=O)c1ccccc1)NC1CC1
  102.0 | -0.5
COc1ccc(OC)c(-c2csc(-c3c(N)c(C(=O)c4ccc(Cl)cc4)n4ccccc34)n2)c1
  104.0 | -0.4
Cn1c(-c2ccccc2)c(C(=O)CNCc2ccco2)c2ccccc21
  109.0 | 0.8
c1ccc(-c2nc3ccccc3nc2-c2ccccn2)nc1
  100.0 | 0
NNC(=O)c1cccnc1N
  103.0 | 0.2
CCCCN1C(=O)/C(=C2/C(=O)N(Cc3ccccc3)c3ccccc32)SC1=S
  104.0 | 0.7
CCOc1cc(C(=O)Nc2cccc3cccnc23)cc(OCC)c1OCC
  106.0 | 0.3
COC(=O)c1sc2ncn(Cc3ccc(C)cc3)c(=O)c2c1C
  103.0 | -0.1

Values run as follows: Polio RdRp inh | Polio RdRp inh FP z-score
Cc1ccc(-c2nc(CSCC(=O)Nc3cc(C)on3)c(C)o2)cc1
  105.0 | 1.2
Cc1oc2ncnc(NC3CCCC3)c2c1C(=O)O
  100.0 | -0.6
CCCNS(=O)(=O)c1ccc(CCC(=O)NCC2CCCO2)cc1 (stereo not given)
  100.0 | -0.6
CCN(CC)S(=O)(=O)c1ccc2c(c1)N(CC(=O)NCCCN1CCN(c3cc(C)ccc3C)CC1)C(=O)CO2
  108.0 | 0.4
O=C(C1CCN(c2nccc(C(F)(F)F)n2)CC1)N1C=CC(C(F)(F)F)=NCC1
  98.0 | -1.2
Cc1c(C(=O)N2CCCC2)oc2ccc3c(c12)C(=O)CC(C)(C)O3
  105.0 | 1.1
CCOCCCn1c(SCC(=O)Nc2cccc(OC)c2)nc2ccccc2c1=O
  105.0 | -0.3
COc1ccc(/C=C2\COc3ccccc3C2=O)cc1
  100.0 | -0.6
COc1ccc(OC)c(NC(=S)NCc2ccccc2)c1
  100.0 | -0.2
Cc1c2cnc3nn(-c4ccccc4)c(=O)c-3cc2c(C)n1C
  102.0 | 0.1
CC(C)n1c(Nc2ccccc2)nc2ccccc21
  101.0 | 0.1
COc1cc2c(C(=O)NCc3ccc4c(c3)OCO4)cn(CC(C)C)c(=O)c2cc1OC
  100.0 | -0.6
COc1ccc(Cl)cc1NC(=O)N1CCC(CN2CCCCCC2)CC1
  112.0 | 0.3
Cc1ccc(-c2nnn3c2nc(NCCc2ccc(Cl)cc2)c2ccccc23)cc1
  107.0 | 0.8
CC(=O)Nc1ccc(SCc2ncc(-c3ccccc3)o2)cc1
  104.0 | 0.1
CCOC(=O)c1noc2ncnc(N3CCc4ccccc43)c12
  101.0 | 0.3
CN(C)S(=O)(=O)c1cc(C(=O)NCC2CCCO2)c(Cl)cc1Cl (stereo not given)
  99.0 | -0.4
Cc1occc1C(=O)Nc1ccc(N(C)C)cc1
  100.0 | -0.5
CC(C)c1ccc(OCC(=O)Nc2cc(-c3ccccc3)no2)cc1
  108.0 | 0.2
COc1cccc(CNC(=O)CSc2c3c(nc4cc(Cl)ccc24)CCCC3)c1
  103.0 | -0.2
COc1ccc(-n2nc(C(=O)NC3CCCC(C)C3C)c3c4ccccc4n(C)c3c2=O)cc1 (stereo not given)
  100.0 | -0.9
Cc1nc2c(o1)NC(N)=C(C#N)C21CCN(C)CC1
  93.0 | -4.4
CCS(=O)CCSc1nc(-c2cccs2)cc(C(F)(F)F)c1C#N (stereo not given)
  100.0 | 0
CCc1ccccc1NC(=O)CCNS(=O)(=O)c1ccc2c(c1)CC(C)N2C(C)=O (stereo not given)
  103.0 | 0.4
COc1ccc(OC)c(C(=O)Cn2cnc3sccc3c2=O)c1
  119.0 | 1.4
N#Cc1ccc(COC(=O)c2ccc(-n3cnc4ccccc43)cc2)cc1
  105.0 | 0.2
CCOC(=O)C1CCCN(C(=O)c2ccccc2OCC)C1 (stereo not given)
  110.0 | 1.1
Cc1ccc(Cl)cc1N(C)C(=O)c1sc2nc3n(c(=O)c2c1C)CCCC3
  100.0 | -1.3
O=C(CSc1ncnc2c1oc1ccccc12)Nc1ccc(F)cc1
  97.0 | -2.1
CCOC(=O)c1ccccc1NC(=O)NC(C)c1c(-n2cccc2)sc(C)c1C (stereo not given)
  111.0 | 0.3

Values run as follows: Polio RdRp inh | Polio RdRp inh FP z-score
Cc1c(O)c(-c2ccccc2)c(=O)n(-c2ccccn2)c1-c1ccccc1
  98.0 | -0.9
CCOc1ccc(NC(=O)CN(C)S(=O)(=O)c2ccc3[nH]c4c(c3c2)CCCC4)cc1
  104.0 | -0.4
COc1cc(CN(C)C(=O)CN2C(=O)C3C4C=CC(C4)C3C2=O)ccc1OC(F)F (stereo not given)
  107.0 | 0.6
COc1ccc(-c2nc(C(N)=O)c3[nH]c(=O)n(CC4CCCO4)c3n2)cc1O (stereo not given)
  100.0 | -0.1
c1ccc(-c2noc(NC3CC3)n2)cc1
  101.0 | -0.3
Clc1ccc(Cn2nnc3ccccc32)cc1Cl
  104.0 | 0.8
CC(=N)c1c(O)c2ccccc2oc1=O
  104.0 | 0.7
Cc1nnc(SCC(=O)Nc2ccc(N(C)C)cc2)[nH]c1=O
  96.0 | -2.8
COc1cccc(CN(C)C(=O)c2cc3ccccc3cc2OCc2c(C)noc2C)c1OC
  100.0 | -0.2
Cc1ccc(-n2nc(C)c3c(C)onc3c2=O)cc1
  104.0 | 0.1
O=S(=O)(Cc1ccccc1)c1ccc(C(F)(F)F)cn1
  105.0 | 0
Cc1[nH]c2nc3ccccc3n2c(=O)c1CCC(C)C
  101.0 | -0.5
O=C(O)CCNC(=O)c1cccnc1
  98.0 | -0.9
Cn1cc(S(=O)(=O)Nc2ccc(Oc3c(Cl)cccc3Cl)nc2)cn1
  103.0 | -0.2
CC1CC(C)CN(C(=O)c2ccc(-n3c(=S)[nH]c4ccccc4c3=O)cc2)C1 (stereo not given)
  101.0 | -0.5
CCc1ccc2c(c1)c(=O)c(C(=O)c1ccc(C)cc1)cn2CC(=O)Nc1ccccc1C
  109.0 | 0.4
Cc1ccc(C(C)C)c(OCC(=O)OCC(N)=O)c1
  103.0 | -0.4
Cc1ccc(-c2nc3ccccc3n3c(-c4ccccc4)c4c(=O)n(C)c(=O)n(C)c4c23)cc1
  107.0 | 0.6
COC(=O)C1=C(NC(=O)Cc2cccs2)CCS1
  100.0 | -0.2
O=C(CCCn1c(=O)oc2ccccc21)NNc1c(F)c(F)cc(F)c1F
  106.0 | 0.5
COc1ccc(C)cc1Nc1cc(C)nc(C)n1
  112.0 | 1.2
O=C(COC(=O)Cc1cccs1)NCc1ccc2c(c1)OCO2
  102.0 | -0.2
Cc1ccc(CN2C(=O)c3ccccc3Sc3ccc(C(=O)NCc4ccco4)cc32)cc1
  103.0 | -1
COc1ccc(C(=O)NCC(c2ccc3c(c2)OCO3)N2CCN(c3ccccc3F)CC2)cc1 (stereo not given)
  109.0 | 0.3
CCCn1cc(S(=O)(=O)c2ccccc2)c(=O)c2cc(F)c(N3CCCCC3)cc21
  102.0 | -1.3
CC1=C(N(C)c2ccccc2)C(=O)N(C2CCCCC2)C1
  106.0 | 0.5
Cc1ccc(-c2c(C)sc3ncn(CC(=O)O)c(=O)c23)cc1C
  101.0 | -0.1
O=C(O)c1cc(-c2ccc(C(F)(F)F)cc2)nc2n[nH]c(-c3ccccc3)c12
  109.0 | 0.7
O=C(c1cc(-c2cccnc2)nc2ccccc12)N1CCC2(CC1)OCCO2
  103.0 | 0.6
CCC1CCCCN1C(=O)c1cc(-c2ccc(F)cc2)no1 (stereo not given)
  106.0 | 2.1

Values run as follows: Polio RdRp inh | Polio RdRp inh FP z-score
CC(O)Cn1c(N(C)Cc2ccccc2)nc2c1c(=O)n(C)c(=O)n2C (stereo not given)
  103.0 | 0.3
CCCN1CCC2(CC1)C1CN(CCC)CC=C1C(C#N)=C(N)C2(C#N)C#N (stereo not given)
  83.0 | -5.3
CC(CN1c2ccccc2Sc2ccccc21)N(C)C (stereo not given)
  99.0&101.0 | -0.1&0.2
CCCn1c2ccccc2c2cnn(CC(=O)NCCc3ccc(OCC)cc3)c(=O)c21
  105.0 | -0.3
CCCNc1nc(NC2CCCCC2)nc(OC(C)C)n1
  104.0 | 0.3
COc1ccccc1N1C(=O)N(CC(=O)C(C)(C)C)c2ccccc2S1(=O)=O
  104.0 | -0.8
CCOC(=O)c1ccc(NC(=O)C2=C(C)Nc3nc(SCc4ccc(Cl)cc4)nn3C2c2ccc(OC)cc2)cc1 (stereo not given)
  104.0 | -0.5
O=C(O)CCCN=C1NC2(CCCC2)Cc2ccccc21
  108.0 | 0.6
O=C(NCCC(c1ccccc1)c1ccccc1)C1=COCCO1
  102.0 | 0.1
COc1ccc(OCCOc2ccccc2F)cc1
  104.0 | 1.2
COc1cccc(CNCCCSc2nnnn2C)c1
  105.0 | -0.4
CC(C)=C1N=C(c2cccs2)OC1=O
  103.0 | 0.3
CN(C)c1ccc(/C=C2\CCC(=C3CCCC3)C2=O)cc1
  44.0 | -4.4
CN1C(=O)c2ccccc2Sc2ccc(NC(=O)Cc3c(F)cccc3Cl)cc21
  105.0 | -0.1
O=c1oc(-c2ccco2)nc2ccccc12
  102.0 | 0.1
O=C(Nc1ccc(Cl)c(Cl)c1)OCc1ccco1
  100.0 | -0.3
O=C(NCc1cccs1)C1CCCN(S(=O)(=O)c2cccnc2)C1 (stereo not given)
  102.0 | 0
CCOc1ccc(NC(=O)c2cc(S(=O)(=O)NC3CCCCCC3)ccc2F)cc1
  112.0 | 0.9
CCN1CCN(C(c2cccc(OC)c2)c2c(O)cc(C)n(Cc3ccco3)c2=O)CC1 (stereo not given)
  110.0 | 0.4
O=c1[nH]c2ccccc2c(=O)n1-c1ccc(Cl)c(Cl)c1
  107.0 | 0.8
O=C(N/N=C/c1ccccc1)C(O)c1ccccc1 (stereo not given)
  100.0 | -0.5
CC(O)CNCc1ccc(-c2ccccc2)o1 (stereo not given)
  100.0 | -0.9
Cc1ccc(CCNS(=O)(=O)c2c(C)nc3sc(C)c(C)n3c2=O)cc1
  106.0 | 0
COC1=CC(=O)C[C@@H](C)[C@]12Oc1c(Cl)c(OC)cc(OC)c1C2=O
  100.0 | 0.3
Nc1c(Cl)cnn(-c2ccccc2)c1=O
  98.0 | -1.1
C=CCn1c(SCC(=O)Nc2cccc(OC)c2)nnc1C(C)NC(=O)c1ccccc1 (stereo not given)
  100.0 | -0.2
CCOc1ccccc1-n1ccnc(NCc2ccc(F)cc2)c1=O
  109.0 | 0.6
O=C(OCC(=O)c1cc2c3c(c1)CC(=O)N3CCC2)C1=COCCO1
  97.0 | -0.8
COc1ccc(CCN(C)C2CCNCC2)cc1OC
  103.0 | 0.4
COc1ccc(-n2c(=O)c3c4c(sc3n(Cc3ccc(C(C)(C)C)cc3)c2=O)CCC4)c(OC)c1
  104.0 | -0.4
OC(c1nc2ccccc2[nH]1)C(O)C(O)C(O)c1nc2ccccc2[nH]1 (stereo not given)
  99.0 | -0.6
COc1ccc(-c2noc(CSc3nnc(C)n3-c3cccc(C)c3)n2)cc1
  109.0 | 0.8
Cc1ccccc1OCC(=O)Nc1ccc(S(=O)(=O)Nc2ncccn2)cc1
  106.0 | 0.2

Among those listed so far, these have a tert-butyl group.
Values run as follows: Polio RdRp inh | Polio RdRp inh FP z-score
COc1ccc(C(=O)Cn2cnc3c(cnn3C(C)(C)C)c2=O)cc1
  99.0 | -0.8
COc1ccccc1N1C(=O)N(CC(=O)C(C)(C)C)c2ccccc2S1(=O)=O
  104.0 | -0.8
COc1ccc(-n2c(=O)c3c4c(sc3n(Cc3ccc(C(C)(C)C)cc3)c2=O)CCC4)c(OC)c1
  104.0 | -0.4

Ordered by count of non-hydrogen atoms (ascending): 3 of the compounds above
Values run as follows: Polio RdRp inh | Polio RdRp inh FP z-score
CC(O)CNCc1ccc(-c2ccccc2)o1 (stereo not given)
  100.0 | -0.9
CN(C)c1ccc(/C=C2\CCC(=C3CCCC3)C2=O)cc1
  44.0 | -4.4
O=C(OCC(=O)c1cc2c3c(c1)CC(=O)N3CCC2)C1=COCCO1
  97.0 | -0.8
